Source: PubChem (National Center for Advancing Translational Sciences (NCATS))
Menin-MLL TR inh = qHTS Assay for Inhibitors Targeting the Menin-MLL Interaction in MLL Related Leukemias: Competition With Texas Red Labeled MLL-derived Mutant Peptide; O00255; Menin + Texas Red MLL mutant peptide, fluorescence polarization; Potency, µM (series often up to 61.6 µM), inactives show at the top dose FP activity change, negative = inhibition, most hits filed as inhibitors; hit rate 0.23% among 270,000; active = well fitted inhibition curve with a large enough effect in the polarisation, with a control signal flat, not every such curve was filed as active; inconclusive = small, poorly fitted or top-dose-only effect, or effect the other way, or a change in a side signal; inactive = no such curve, though single readings can be large or run the other way; the % refers to the polarisation; note: potency is the fitted concentration of half-maximal effect; % of control where 0% means no effect; many of its hits are not listed in these tables
USP2a block = qHTS Assay for Inhibitors of Ubiquitin-specific Protease USP2a Using CHOP2 as the Reporter | Ubiquitin carboxyl-terminal hydrolase 2 (Homo sapiens), O75604 | USP2 core, Ub-CHOP2 coupled fluorogenic reporter, 485/531 | Potency, µM (top dose mostly 38.3 µM), for inactives: at the highest dose activity change, negative = inhibition, actives largely listed as inhibitors | hit rate 0.01% among 330,000 | AID 463254, 2010;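 note: potency is the fitted concentration of half-maximal effect; plate controls were DMSO wells for no effect and full inhibition by NEM control for full effect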
Target sequence (O75604 whole entry, looked up): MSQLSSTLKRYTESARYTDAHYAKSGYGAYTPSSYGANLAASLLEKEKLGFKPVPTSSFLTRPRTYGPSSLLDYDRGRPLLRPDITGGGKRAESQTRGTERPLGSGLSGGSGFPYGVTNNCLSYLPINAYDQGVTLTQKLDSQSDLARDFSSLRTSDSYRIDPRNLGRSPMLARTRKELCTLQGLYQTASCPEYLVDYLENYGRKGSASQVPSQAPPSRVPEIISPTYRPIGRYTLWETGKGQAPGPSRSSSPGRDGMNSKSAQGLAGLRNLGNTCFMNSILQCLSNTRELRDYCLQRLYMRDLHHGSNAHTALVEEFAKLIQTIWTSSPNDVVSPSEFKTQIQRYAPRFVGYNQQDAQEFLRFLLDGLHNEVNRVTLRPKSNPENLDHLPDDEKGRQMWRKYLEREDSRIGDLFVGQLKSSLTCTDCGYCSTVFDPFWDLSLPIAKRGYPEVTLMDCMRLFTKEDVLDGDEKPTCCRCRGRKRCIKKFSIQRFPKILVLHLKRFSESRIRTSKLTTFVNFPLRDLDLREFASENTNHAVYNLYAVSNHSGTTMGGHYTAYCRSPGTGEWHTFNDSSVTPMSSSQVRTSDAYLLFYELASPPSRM
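Deubiquitinase activity read as fluorescence (485/531 nm) after Ub-CHOP2 cleavage activates the enterokinase reporter on its substrate; USP2 core 10nM, Ub-CHOP2 and substrate 25nM each, 30min compound preincubation then 60min RT; data normalized to NEM, curves fitted.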
CXXC DNA block = qHTS Fluorescence Polarization Assay for Inhibitors of MLL CXXC domain - DNA interaction; Histone-lysine N-methyltransferase 2A (Homo sapiens), Q03164; MLL-CXXC / FITC-HOXA9 DNA fluorescence polarization; Potency, µM (top dose mostly 115 µM), inactives show at the top dose activity change, negative = inhibition, hits mostly inhibitors; hit rate 0.037% among 290,000; AID 2662, 2010; active = well fitted inhibition curve with a large enough effect in the polarisation, with a control signal flat, not every such curve was filed as active; inconclusive = small, poorly fitted or top-dose-only effect, or effect the other way, or a change in a side signal; inactive = no such curve, though single readings can be large or run the other way; the % refers to the polarisation; note: potency is the fitted concentration of half-maximal effect
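Fluorescence polarization: 7 uM MLL-CXXC (stock) preincubated 5 min with compounds, then 50 nM fluorescein-HOX-A9 DNA (stock) added; 30 min ambient. Buffer 50 mM Tris-HCl pH 7.5, 50 mM NaCl, 1 mM DTT, 0.05% BSA.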
Coupling enz = qHTS Assay for Inhibitors of Fructose-1,6-bisphosphate Aldolase from Giardia Lamblia: Coupling assay counterscreen; coupling enzyme system counterscreen, AmpLite Red fluorescence; activity change, negative = inhibition, % at 58.2 µM, hits read low; hit rate 0.67% among 290,000; AID 2472, 2010; in the data active = activity change below about -30%; note: % is set by controls: 0 for no effect and ±100 for the full control effect
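Compounds tested against the coupling enzymes alone at 57.5 uM final; readout was AmpLite Red fluorescence (525/598 nm) after 20 min at RT.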
Giardia kill = Small Molecules that selectively kill Giardia lamblia: qHTS. Giardia lamblia trophozoite viability. activity change, % at 7.66 µM, hits read low. hit rate 0.15% among 340,000. AID 540267, 2011; in the data active = activity change below about -80%; inconclusive = between about -30% and that limit;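 note: parasites exposed to compound for two days anaerobically before the ATP read; % is set by controls: 0 for no effect and ±100 for the full control effect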
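ATP-content bioluminescence gauges trophozoite survival. Cells (100/well) receive compound and incubate anaerobically for 48 hrs at 37 deg C; detection reagent follows for 15-30 min at room temperature.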
PKM2 act = qHTS Assay for Activators of Human Muscle isoform 2 Pyruvate Kinase | purified PKM2, Kinase-Glo ATP luminescence, activation; response scale: 0% is enzyme alone, no compound | Potency, µM (series often up to 57.5 µM), inactives show top-dose activation, hits mostly activators | hit rate 0.34% among 260,000 | AID 1631, 2009; note: potency is the fitted concentration of half-maximal effect; % is set by controls: 0 for no effect and ±100 for the full control effect; nearly all actives have a fitted effect of over 55% in size
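ATP formation by purified human PK-M2, quantified via coupled luciferase luminescence after 1 h at room temperature with 0.1 mM ADP and 0.5 mM PEP final.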
TRPV1 agonist = HTS Assay for Compounds that Act as Agonists of the Vanilloid Receptor 1. activation, % at 8.33 µM. hit rate 0.19% among 320,000. TRPV1-expressing cells, Fluo-8 calcium influx, agonist mode. AID 540275, 2011. Transient receptor potential cation channel subfamily V member 1 (Homo sapiens), Q8NER1; in the data active = activation above about 80%; inconclusive = between about 30% and that limit; note: 0% is about no effect
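TRPV1-expressing cells were cultured overnight at 35.5C and loaded with Fluo-8 calcium dye for 40 to 90 min at room temperature. After a 10 s baseline, compound was added and calcium influx was read kinetically for 3 min (ex 480/em 520 nm).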
B2AR arrestin = qHTS assay of beta-arrestin-biased ligands of beta2-adrenergic receptor; beta-arrestin recruitment to beta2AR, cell-based reporter; hit rate 0.02% among 330,000; Potency, µM (titrated, usually from 46.1 µM), inactives show at the highest dose activation, most hits filed as activators; Beta-2 adrenergic receptor (Homo sapiens), P07550;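 note: potency is the fitted concentration of half-maximal effect; 0% = DMSO controls and full agonism = EC100 isoproterenol or metaproterenol; nearly all actives have a fitted effect of over 65% in size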
GALK inhibitor = qHTS Assay for Inhibitors of Human Galactokinase (GALK) | Purified GALK, Kinase-Glo residual ATP luminescence | P51570 | hit rate 0.007% among 270,000 | Potency, µM (top dose mostly 57.5 µM), inactives show at the highest dose activity change, negative = inhibition, actives largely listed as inhibitors; note: potency is the fitted concentration of half-maximal effect; % is set by controls: 0 for no effect and ±100 for the full control effect
Target sequence (P51570 whole entry, looked up): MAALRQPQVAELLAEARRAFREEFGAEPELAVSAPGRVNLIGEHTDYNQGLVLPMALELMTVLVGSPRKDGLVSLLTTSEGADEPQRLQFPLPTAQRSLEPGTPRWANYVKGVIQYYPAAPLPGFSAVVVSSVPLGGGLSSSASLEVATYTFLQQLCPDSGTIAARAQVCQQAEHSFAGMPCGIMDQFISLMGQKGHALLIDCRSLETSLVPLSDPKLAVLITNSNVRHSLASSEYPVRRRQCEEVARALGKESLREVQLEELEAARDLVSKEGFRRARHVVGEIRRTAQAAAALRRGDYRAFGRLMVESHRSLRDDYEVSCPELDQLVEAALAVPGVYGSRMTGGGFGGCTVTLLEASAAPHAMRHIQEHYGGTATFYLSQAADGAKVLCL
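The enzyme phosphorylates galactose (100 uM) using ATP (35 uM); inhibition is detected as higher residual ATP, quantified by bioluminescence after 1 h reaction at room temperature, pH 8.0.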
KCNH2 WT inh = qHTS for Inhibitors of KCHN2 3.1: Wildtype qHTS. U2OS, BacMam KCNH2, thallium flux FluxOr; hits give low values. Voltage-gated inwardly rectifying potassium channel KCNH2 (Homo sapiens), Q12809. hit rate 0.37% among 340,000. activity change, % at 1.84 µM;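 active = maximum activity change below -70%; inconclusive = maximum activity change between -70% and -50%; inactive = maximum activity change above -50%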; note: % is set by controls: 0 for no effect and ±100 for the full control effect
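U2OS cells transduced with wild-type KCNH2 virus are loaded with FluxOr dye for 45 min, and thallium flux is measured in kinetic reads before and after stimulation buffer. Rate constants are normalized to DMSO controls.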
KCNH2 3.1 inh = qHTS for Inhibitors of KCHN2 3.1: Mutant qHTS; U2OS KCNH2 3.1, thallium flux FluxOr; hits give low values; Potassium voltage-gated channel subfamily H member 2, brain isoform KCNH2 3.1 (human); activity change, % (tested at about 1.8 µM); hit rate 0.95% among 340,000;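 active = maximum activity change below -70%; inconclusive = maximum activity change from -70% to -50%; inactive = maximum activity change above -50%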;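 note: thallium influx rate constant from kinetic fluorescence after stimulation buffer; % is set by controls: 0 for no effect and ±100 for the full control effect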
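FluxOr-based Tl+ influx in U2OS cells transduced with KCNH2 3.1 virus; rate constants normalized to DMSO controls.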
* marks the source's active call; other numbers are inactive results; ? = inconclusive; / = not tested or not shown; [ ] = dose if it differs, or a comment. Unless noted, calls come from the whole dose curve; as a rule, active = well fitted curve in the direction sought with a large enough effect; inconclusive = small, poorly fitted or top-dose-only effect, or another doubt; inactive = no such curve, though single readings can be large; an effect the other way counts as inactive or inconclusive. A portion of the library, so the mix of outcomes need not match the whole.

SMILES	Menin-MLL TR inh	USP2a block	CXXC DNA block	Coupling enz	Giardia kill	PKM2 act	TRPV1 agonist	B2AR arrestin	GALK inhibitor	KCNH2 WT inh	KCNH2 3.1 inh
O=C(CN1CCCSc2ccccc21)N1CCN(S(=O)(=O)c2ccccc2)CC1	/	-6.5%	/	/	12.6	/	0.4	-0.1%	/	14.8	5.0
Cc1oc(-c2ccc(Cl)cc2)nc1CS(=O)CC(=O)NCCCN1CCCC(C)C1 (stereo not given)	/	-1.6%	-0.6%	/	-10.6	/	-0.9	-0.9%	2.7%	3.9	-13.3
Fc1ccc(-c2ccc(/C=N\n3cnnc3)o2)cc1Cl	0.3%	2.6%	1.6%	4.6	-2.3	-0.8%	-1.9	0.0%	2.4%	1.2	-2.4
O=C(CCCC1=NS(=O)(=O)c2ccccc2N1)Nc1ccccc1	/	1.3%	23.8%	/	15.6	/	0.8	-0.2%	-1.8%	5.5	23.9
C=CCOC(=O)C(=O)/C=C/c1csc2ccccc12	?	-6.5%	?	-2.8	-14.8	2.7%	27.1	11.4%	0.7%	4.9	7.5
O=C(O)COc1ccccc1/C=N/NC(=O)CSc1nnc(SCc2ccc(Cl)cc2)s1	/	2.1%	-17.1%	-0.8	-13.3	-2.1%	1.9	-0.2%	/	-9.6	7.3
O=C(NCc1cccnc1)c1cc(Sc2ccccc2Cl)nc2ccccc12	15.0%	0.9%	4.4%	-3.3	27.4	2.8%	?	-0.7%	0.4%	-5.0	-17.7
COc1ccc(-c2nnn(CC(=O)N(C3CCCC3)C(C)C(=O)NC3CCCC3)n2)cc1OC (stereo not given)	-0.7%	0.7%	-5.9%	0.2	5.1	-4.6%	9.7	-0.5%	2.0%	-7.1	1.9
Cc1cc(C(=O)CSC(C)c2nc3ccccc3c(=O)[nH]2)c(C)n1C (stereo not given)	-14.0%	-0.5%	3.1%	-5.5	-6.4	5.8%	1.1	0.0%	3.8%	2.4	-10.1
CC(=O)c1ccc(-n2c(-c3cc(-c4ccco4)[nH]n3)n[nH]c2=S)cc1	/	-0.7%	-13.6%	0.2	-2.0	5.9%	-0.7	0.1%	-2.8%	42.5	9.1
Cc1ccc(NC(=O)Nc2ccccc2)c(Br)c1	4.0%	-0.8%	-4.0%	-0.2	-8.4	3.6%	?	6.2%	-2.5%	1.1	1.6
COc1ccc2nc(NC(=O)c3ccccc3-c3ccccc3C(=O)O)sc2c1	?	6.7%	-9.9%	10.6	9.8	1.6%	-0.3	-0.9%	1.1%	-2.9	12.5
Cc1nc2nc(SCc3ccccc3)nn2c(C)c1C	/	4.5%	/	/	-5.8	/	-0.2	0.0%	/	1.7	1.7
O=C(CCC(=O)N1CCOCC1)Nc1ccc(Cl)c(Cl)c1	4.9%	0.7%	9.6%	3.5	-2.4	-3.3%	4.9	-0.6%	-2.3%	0.7	-6.7
O=C(Nc1nnc(COc2ccc(Br)cc2)s1)c1ccco1	/	-6.1%	-9.0%	2.8	3.4	-13.1%	-0.4	-0.3%	/	4.3	-16.7
CC(NC(=O)/C=C/c1ccccc1)c1ccccc1 (stereo not given)	2.5%	-1.0%	2.2%	0.3	14.9	2.5%	?	-0.3%	-2.3%	-4.4	-10.5
CSc1nccc(N2CCN(c3ccc(F)cc3)CC2)n1	2.2%	0.5%	-7.8%	-0.7	14.3	7.5%	9.9	-0.6%	0.8%	7.8	/
Cc1ccc(N(CC(=O)NC(C)C)C(=O)CCC(=O)Nc2nccs2)c(C)c1	-16.6%	0.1%	-13.1%	-0.8	8.3	/	-1.0	0.5%	/	-1.5	-2.8
CC(C)c1ccc(O)c(NC(=S)NC(=O)c2ccc3c(c2)OCO3)c1	/	0.3%	10.6%	/	-5.9	-59.6%	2.7	-0.6%	-5.1%	4.2	-4.8
CC(C)(C)c1cc(OS(C)(=O)=O)ccc1O	16.4%	-2.6%	6.9%	-8.4	8.2	6.5%	-3.3	-0.2%	5.1%	3.4	9.6
O=C(CCCn1c(SCC(=O)NC2CCCCC2)nc2ccccc2c1=O)NCC1CCCO1 (stereo not given)	-28.1%	0.2%	9.2%	1.0	-0.1	-1.2%	-1.9	-0.3%	-1.4%	2.3	10.7
O=C(NCC(=O)N1CCN(S(=O)(=O)c2ccccc2C(F)(F)F)CC1)c1sc2ccccc2c1Cl	/	0.5%	/	/	-21.0	/	7.5	0.2%	/	-2.4	-14.8
CCOc1ccc(CC2S/C(=N/c3ccccn3)NC2=O)cc1 (stereo not given)	3.3%	0.2%	-1.0%	1.7	-6.5	-2.0%	-1.0	0.2%	7.1%	-0.8	-2.7
CCOC(=O)N1CCN(c2ccc3nnnn3n2)CC1	3.2%	3.1%	-7.5%	-3.5	2.9	-1.1%	-1.2	0.1%	1.5%	-2.5	-46.7
CC(C)Oc1ccc(S(=O)(=O)N2CCCCC2)cc1NC(=O)C1=COCCO1	/	0.6%	/	/	0.6	/	16.9	-0.1%	/	9.5	-3.7
S=C(Nc1cccnc1)NC1CCCCCCC1	14.7%	2.2%	9.4%	0.6	6.1	3.4%	?	-0.6%	0.0%	-7.0	1.3
COc1ccc(OC)c(S(=O)(=O)N2CCN(CC(O)COc3ccc(C#N)cc3)CC2)c1 (stereo not given)	-13.3%	-2.0%	-1.6%	0.7	10.9	-1.6%	0.1	-0.9%	16.4%	28.1	-4.1
Cc1ccc(S(=O)(=O)N2CCOCC2)cc1C(=O)N1CCc2ccccc21	/	-1.5%	/	/	-4.2	/	/	-0.3%	/	0.9	-1.5
CN(CC(=O)OCC(=O)NCc1ccccc1)S(=O)(=O)c1ccc(Cl)cc1	0.6%	-1.2%	7.6%	4.1	9.9	8.5%	9.2	-1.1%	1.9%	13.2	-7.1
Cc1cc(C)nc(NC(=S)Nc2ccccc2)n1	-21.9%	1.5%	6.3%	2.3	16.2	1.2%	-1.2	-0.2%	-0.4%	-4.9	-6.2
O=C(Nc1ccc(S(=O)(=O)N2CCCC2)cc1)c1ccc(CN2CCOCC2)cc1	39.4%[activator]	5.1%	8.3%	-0.5	2.5	-0.7%	?	0.0%	/	-13.6	14.6
Cc1c(Cc2ccccc2)sc(NC(=O)/C=C/c2cccc3ccccc23)c1C(N)=O	?	1.1%	21.9%	-0.4	-6.5	0.4%	-0.4	0.1%	0.7%	-4.0	-2.1
COC(=O)COc1ccc(S(=O)(=O)NCCC2=CCCCC2)cc1	-2.1%	0.3%	6.8%	0.4	-13.2	-0.2%	1.8	0.0%	-3.1%	5.0	-1.4
Cn1c(=O)c2c(SCCN3CCOCC3)nc(C3CCCC3)nc2n(C)c1=O	-18.6%	3.3%	-4.3%	-0.1	30.9[activator]	2.8%	1.5	-0.3%	0.8%	-7.1	2.6
COc1ccc(NC(=O)CNc2ccccc2N2CCCC2=O)cc1S(=O)(=O)N1CCOCC1	/	3.7%	/	/	-7.5	/	2.5	-0.3%	/	2.1	12.6
Cc1ccc(C(=O)C[n+]2cc(Br)cc(Br)c2)cc1	/	1.7%	0.4%	1.7	4.4	0.1%	/	-0.9%	4.4%	-4.3	-10.0
Cc1ccc(NC(=O)Nc2ccc3c(c2)nc(C)n3C)cc1C	16.6%	-0.4%	-4.4%	-2.6	/	-16.8%	-2.4	2.8%	-0.2%	/	/
CC1CCCCN1C(=O)CCC(=O)Nc1nnc(C(F)(F)F)s1 (stereo not given)	/	1.1%	-8.0%	/	20.0	/	3.3	0.0%	-2.9%	-8.6	-0.1
CCSC1=C(C#N)C(c2cccs2)C(C(=O)OC)=C(C)N1 (stereo not given)	-3.0%	1.7%	-1.7%	1.4	-5.0	-5.1%	16.7	-0.2%	1.1%	0.5	-4.8
